Screens (PubChem BioAssay)
TAAR1 ag = human TAAR1 agonists, primary screen, Fluo-8 calcium fluorescence, CHO RD-HGA16 cells; Trace amine-associated receptor 1 (Homo sapiens), Q96RJ0; vehicle wells 0%, saturating PEA agonist 100%; activation, % at 3 µM; hit rate 0.99% among 360,000; AID 624467, 2012;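 active = activation above the mean activation of all test compounds in the run plus 3 SD, cut at about 38% in these data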
Target sequence (Q96RJ0 whole entry, looked up): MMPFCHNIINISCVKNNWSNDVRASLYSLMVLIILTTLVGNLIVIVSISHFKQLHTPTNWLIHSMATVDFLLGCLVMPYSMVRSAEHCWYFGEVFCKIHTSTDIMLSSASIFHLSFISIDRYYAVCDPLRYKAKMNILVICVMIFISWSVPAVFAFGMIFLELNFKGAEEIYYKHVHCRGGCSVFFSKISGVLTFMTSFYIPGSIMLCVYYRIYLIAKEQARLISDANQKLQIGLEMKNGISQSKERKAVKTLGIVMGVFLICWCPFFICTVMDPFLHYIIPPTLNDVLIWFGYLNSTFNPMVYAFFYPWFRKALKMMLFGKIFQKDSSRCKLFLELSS
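Test system: RD-HGA16 (CHO) cells co-expressing Gα16 and hTAAR1 / Benchmarks: DMSO vehicle as 0%, PEA at EC100 as 100% / Repeats: no replicates (n 1) / Measure: % activation from peak over basal fluorescence ratio, DMSO-to-PEA scaled / Timing: 17-24 h plating, Fluo-8 75 min 37 °C, 30 min RT / Technique: kinetic Fluo-8 calcium fluorescence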
CHO-K1 Ca PAM = nonselective calcium activators in parental CHO-K1 cells, primary screen, counter-screen for M1 PAM project, cell-based, Fluo-8 calcium fluorescence, full deck, 1536-well | ATP EC20; 0% at ATP EC20, 100% at ATP max | activation, % at 3 µM | hit rate 0.02% among 360,000 | AID 602247, 2012;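 active = activation above the run cutoff, the mean activation of all test compounds plus 3 SD, cut at about 40% in these data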;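 also: peak over basal fluorescence ratio in a 140 s read after ATP addition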
CHO-K1 Ca ag = counter-screen for M1 agonists: effect in parental CHO-K1 cells; Fluo-8 calcium fluorescence; scaled to maximal ATP response, vehicle zero; activation, % at 3 µM; hit rate 0.48% among 360,000; AID 602248, 2012; in the data active = activation above about 15%;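 also: untransfected CHO-K1 host cells lacking M1 receptor as counterscreen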
CHO-K1 Ca antag = M1 antagonist counterscreen hit in parental CHO-K1 cells; ATP-induced calcium, Fluo-8 fluorescence; inhibition, % at 3 µM; hit rate 0.6% among 360,000;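 active = inhibition above a per-plate cutoff, the plate's mean sample inhibition plus 3 SD, cut at about 24% in these data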;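 also: 0% = DMSO plus EC80 ATP and 100% = DMSO alone without ATP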
M1 ag = human M1 muscarinic receptor agonists, primary screen, Fluo-8 calcium fluorescence, CHO-K1 cells, HTS; AID 588814, 2011; CHO-K1 hM1, agonist mode; 0% DMSO, 100% acetylcholine EC100; hit rate 0.33% among 360,000; activation, % at 3 µM;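 active = activation above the run's mean compound activation plus 3 SD, cut at about 16% in these data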;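 also: peak over basal fluorescence ratio within a 140 s kinetic read after compound addition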
Target sequence (P11229 whole entry, looked up): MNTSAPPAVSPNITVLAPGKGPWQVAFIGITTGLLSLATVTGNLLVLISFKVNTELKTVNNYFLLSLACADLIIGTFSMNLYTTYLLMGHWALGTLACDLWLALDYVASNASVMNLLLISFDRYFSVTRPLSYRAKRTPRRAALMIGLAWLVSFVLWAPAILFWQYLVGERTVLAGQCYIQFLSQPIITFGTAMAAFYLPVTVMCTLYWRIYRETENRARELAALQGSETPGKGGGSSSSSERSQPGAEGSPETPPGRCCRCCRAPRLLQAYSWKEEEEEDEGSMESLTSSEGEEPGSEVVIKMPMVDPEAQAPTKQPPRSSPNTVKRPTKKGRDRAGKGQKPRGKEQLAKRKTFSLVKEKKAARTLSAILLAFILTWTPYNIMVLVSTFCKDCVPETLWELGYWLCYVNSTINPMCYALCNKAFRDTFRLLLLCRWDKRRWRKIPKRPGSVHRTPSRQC
OXTR potentiate = human OXTR potentiators, primary screen, fluorescence, CHO-OTR cells, Fluo-8 calcium. Fluo-8 calcium fluorescence, potentiator mode; 0% = oxytocin EC15, 100% = EC100. hit rate 0.061% among 320,000. activation, % at 3 µM. Oxytocin receptor (Homo sapiens), P30559. AID 2445, 2010;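 active = activation above that plate's cutoff, the mean activation of tested compounds plus 3 SD, cut at about 6.6% in these data, passing the limit was not always enough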;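 also: 100% uses oxytocin at 75 nM as the full agonist control; some results filed as inactive read as strong as hits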
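Assay system: CHO cell line stably expressing human OTR | Also added: Oxytocin at about EC15, sub-maximal agonist stimulus | Times: Compound 6 min at room temperature before oxytocin, 100 s read | Measured by: Fluo-8 intracellular calcium fluorescence, ex 470-495, em 515-575 nm | Controls: EC15 oxytocin alone as 0%, 75 nM oxytocin as 100%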
TAAR1 antagonist = human TAAR1 antagonists, primary screen, Fluo-8 calcium fluorescence, CHO RD-HGA16 cells; antagonist; inhibition, % at 3 µM; hit rate 1.5% among 360,000; AID 624466, 2012;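 active = inhibition above a per-plate cutoff, the mean inhibition of test compounds on that plate plus 3 SD, cut at about 49% in these data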;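 also: 0% = DMSO plus EC80 beta-PEA response and 100% = DMSO alone without agonist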
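Test system – hTAAR1-expressing CHO RD-HGA16 cells, Gα16-coupled · Also added – β-PEA at EC80 concentration, post-compound challenge · Compound – 3 µM, single point · Incubation – dye loading 75 min at 37 °C, then 30 min room temperature · Measured by – Fluo-8 intracellular calcium dye fluorescence, real-time kinetic reads · Benchmarks – vehicle and agonist controls · Replicates – singlicate, one well per test compound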
CHO parental Ca = ATP-evoked calcium signal inhibitors, parental CHO, primary screen, counter-screen for OX1R antagonist project, cell-based, fluorescence, Fluo-8 calcium dye; parental CHO-K1, ATP-induced calcium, Fluo-8 fluorescence; inhibition, % at 5.6 µM; hit rate 0.63% among 330,000; AID 463079, 2010;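 active = inhibition above that plate's mean sample inhibition plus 3 SD, cut at about 26% in these data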;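 also: 0% = ATP-challenged DMSO wells and 100% = DMSO wells without ATP; some compounds past the cut are filed as inactive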
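Test system: untransfected parental CHO cell line. Compound: one dose, 5.6 µM nominal. Detection: intracellular calcium via Fluo-8 no-wash fluorescent dye. Measure: % inhibition. Benchmarks: ATP-challenged DMSO wells low, unchallenged DMSO wells high.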
M1 antag = human M1 muscarinic receptor antagonists, primary screen, CHO-K1 cells, Fluo-8 calcium fluorescence, 1536-well; inhibition, % at 3 µM; CHO-K1 hM1, ACh EC80 antagonist; AID 588852, 2011; hit rate 1.3% among 360,000; Muscarinic acetylcholine receptor M1 (Homo sapiens), P11229;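 active = percent inhibition above its own plate's cutoff, namely the mean of that plate's compound wells plus 3 SD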;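 also: peak over basal fluorescence ratio during 140 s after agonist addition; 0% = ACh EC80 plus DMSO and 100% = DMSO alone without agonist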
* = called active by the depositor; x = not tested or not shown. No enrichment for hits; overall some 4.2% were active at least once.

compound	TAAR1 ag	CHO-K1 Ca PAM	CHO-K1 Ca ag	CHO-K1 Ca antag	M1 ag	OXTR potentiate	TAAR1 antagonist	CHO parental Ca	M1 antag
COc1cccc(CNC(=O)C2CCC(=O)N(CCc3cccc(F)c3)C2)c1 (stereo not given)	-1	-18	0.5	4	-1	-12	-16	-10	19
Cc1c(C(=O)c2ccccc2C(=O)O)sc2ccccc12	5	-8	1.1	1	-7	-5	-15	12	1
O=C(N1CCN(Cc2ccc3c(c2)OCO3)CC1)C12CC3CC(CC(C3)C1)C2	15	x	x	x	x	-10	-8	-16	x
COCCn1c(=O)c2ccccc2c2ccccc2c1=O	1	8	0.3	13	-7	-10	-17	-1	-2
Cc1ccc(OCc2nnc(SCC(=O)c3ccccc3)n2-c2ccccc2)cc1	16	27	2.9	-6	2	-21	16	-7	5
CN(CCO)C(=O)c1nc[nH]c1C(=O)N(C)Cc1ccccc1	1	12	0.5	7	-5	x	-10	x	-5
COc1ccc(C)cc1NC(=O)C1CCCN1S(=O)(=O)c1ccc2c(c1)CCC(=O)N2 (stereo not given)	-3	17	0.1	-7	-3	1	-30	-25	-10
CC1CCN(C(=O)CN2C(=O)c3cccc4cccc(c34)C2=O)CC1	4	-4	0.7	-14	-4	-3	14	-1	-8
CCO[C@H]1OC(C(=O)O)=C[C@@H](c2ccc3c(c2)OCO3)[C@@H]1CCCO	2	30	0.4	-19	0	-3	1	-5	-6
Cc1cc(=O)oc2c3c(cc(OCC(=O)NCCC(=O)N[C@@H](C)C(=O)O)c12)OC(C)(C)CC3	4	7	1.6	-5	-3	x	-10	x	-15
CC(=O)NC1CC2CCCC(C1)N2C(=O)Nc1ccccc1C (stereo not given)	1	10	0.2	0	0	x	-1	x	-21
COc1ccc(N2CCN(C(=O)c3ccc(C(C)(C)C)cc3)CC2)cc1	-3	8	-0.4	1	-5	-16	5	-6	-3
Cc1nn(CC(=O)Nc2ccc3c(c2)OCO3)c(C)c1Cl	3	14	-0.6	-14	-3	-6	-9	-13	-1
O=C(Cn1cc([N+](=O)[O-])cn1)N1CCCc2ccccc21	5	5	1.0	-12	2	-14	-14	-7	0
Oc1ccc2n[nH]nc2c1	4	5	0.3	5	-2	-9	-13	-13	1
CC1=NN(c2ccccc2)C(=O)/C1=C/c1cccc(C)c1	18	-11	5.4	-6	0	-11	12	-14	14
O=C(Nc1ccc(Cl)cn1)Nc1cccs1	3	-8	0.9	8	3	-2	-1	3	-7
O=C(COc1ncnc2scc(-c3ccc(Cl)cc3)c12)NCc1ccco1	7	19	1.2	-18	-1	-16	2	-16	-2
CSc1ccc(OC2(C)CCN(Cc3ccc(-c4ccccn4)cc3)C2)cc1 (stereo not given)	4	26	3.6	-19	-5	x	-11	x	21
Cc1cc(C)c(C)c(S(=O)(=O)N2CCN(CC(=O)NC(=O)NCc3ccccc3)CC2)c1C	3	12	1.4	-11	1	-13	21	-12	-16
CN1CCCN(S(=O)(=O)c2ccccc2)c2nc3ccccc3nc21	3	12	1.4	-12	2	x	41	x	-20
N#Cc1c(NC(=O)CSc2n[nH]c(N)n2)oc(-c2ccccc2)c1-c1ccccc1	4	7	-0.2	-3	-2	-15	-17	-9	4
Cc1cc(NC(=O)C2CC(c3ccccc3Cl)=NO2)no1 (stereo not given)	12	5	0.0	1	-3	2	-4	2	0
Cc1cccc(NC(=O)COc2cccc3c2CCN(C)C3=O)c1C	4	18	5.5	-15	-2	-27	-12	-18	-5
CCCCCCCSc1nnc(-c2ccccc2N)c(=O)[nH]1	1	13	0.4	-7	-1	-6	8	-5	-4
COC(=O)C1NN=C(C(=O)c2ccc(Br)cc2)C1c1cccc(Br)c1 (stereo not given)	2	-8	-0.1	10	-4	-3	-5	-20	-7
CC(C)C(=O)N=C1NC(=O)CS1	5	-4	0.6	-10	-8	-10	-2	3	-10
CC(C)(C)NS(=O)(=O)c1ccc(NC(=O)C2CCCO2)cc1 (stereo not given)	4	21	0.6	-11	0	-12	-2	-4	-15
Cc1ccc2c(C)c(C(=O)NCC(C)(C)N3CCOCC3)oc2c1C	7	-10	-0.1	-9	-3	-7	-22	-5	0
Cc1nc(NC(=O)/C=C/c2ccccc2)sc1C(=O)Nc1ccccc1Cl	17	18	-0.5	-3	-2	-6	8	-14	-15

Next section.
compound	TAAR1 ag	CHO-K1 Ca PAM	CHO-K1 Ca ag	CHO-K1 Ca antag	M1 ag	OXTR potentiate	TAAR1 antagonist	CHO parental Ca	M1 antag
Clc1ccc(-c2nnc(-c3ccccc3)nc2N2CCSCC2)cc1	5	21	0.2	-4	-4	-9	-19	-29	-3
Cc1ccc(NC(=O)C(=O)NCCN2CCN(S(C)(=O)=O)CC2)cc1C	1	-5	2.1	4	-2	-5	27	-5	-5
O=C(c1ccccc1F)N1CCN(c2ccccc2)CC1	5	10	1.2	-21	-3	-4	3	-10	-5
Cc1cccc(C)c1NC(=O)c1ccc(OCc2c(C)noc2C)cc1	3	13	2.9	-18	-7	-8	4	-10	-10
COc1ccc(C(c2nnnn2CC2CCCO2)N2CCN(c3ccccc3)CC2)cc1 (stereo not given)	2	11	0.2	-6	-3	5	1	-15	-6
O=C(O)c1ccc(Nc2ncnc3c2cnn3Cc2ccccc2)cc1	9	12	-0.8	4	4	-9	-9	-12	-7
CC1C(=O)N2CCCc3cc(NC(=O)COc4ccccc4)cc1c32 (stereo not given)	2	4	0.4	12	-2	-9	-5	-19	2
S=c1[nH]nc(-c2ccc3ccccc3n2)n1-c1cc(Cl)cc(Cl)c1	-3	28	0.1	-2	-7	-3	4	11	-9
Cc1cc(OCc2nc(-c3ccc(NC(=O)c4cccnc4)cc3)no2)ccc1Cl	2	-4	0.3	-30	-3	1	3	-3	-5
Cc1ccc(C(=O)Nc2cc3c(cc2Cl)OCCCO3)cc1	8	-4	0.0	-1	-3	-6	-1	-4	1
COC(=O)Cn1c(=O)c2c(nc3n2CC(C)CN3c2ccc(C)c(C)c2)n(C)c1=O (stereo not given)	-3	6	-0.4	-4	-4	-4	-25	-19	-16
COC(=O)Cn1cc(/C=N/NC(=O)c2ccc(C#N)cc2F)c2ccccc21	0	8	0.2	5	-2	-7	23	-3	-1
COc1ccc(-c2ccc3nnc(SCC(N)=O)n3n2)cc1	-2	21	-0.1	-17	-3	12	-13	-7	-8
CCOC(=O)c1sc(NC(=O)CCN2C(=O)c3cccc([N+](=O)[O-])c3C2=O)c(C(=O)OCC)c1C	5	-10	0.0	11	8	-1	4	-5	22
COc1ccccc1C(=O)N(CCN(C)C)c1nc2cc(C)cc(C)c2s1	5	-2	1.0	-21	-4	-8	6	2	-9
Cc1ccc(NC(=O)CSc2nc(O)cc(=O)n2-c2ccc(C)cc2)cc1	-1	-4	0.8	-8	-2	-1	-14	-22	-6
COc1ccc(OCc2nnc(SCC(=O)NCc3ccco3)o2)cc1	3	3	0.1	2	-1	-8	-5	-7	-13
COc1ccc(/C=C/CN2CCC(CO)(Cc3ccccc3Cl)CC2)cc1	26	4	3.8	2	-9	-25	-13	1	31*
Cc1ccc(C(=O)OCC(=O)NC(=O)c2ccccc2)o1	5	-27	0.4	7	0	-6	2	-6	13
CC1=NN(C(=O)c2ccc(Cn3cc([N+](=O)[O-])cn3)cc2)C(O)(C(F)(F)F)C1 (stereo not given)	37	10	3.7	-1	1	-9	10	-7	-5
CCOC(=O)c1c(C)[nH]c(C)c1C(=O)CSc1nc(N)cc(N)n1	0	0	0.0	-2	-2	-15	-8	-9	-7
C=CCN1C2CCCC1CC(NC(=S)Nc1cccc(OC)c1)C2 (stereo not given)	3	14	1.3	-7	-7	-21	-9	0	-7
CN1C(=O)c2ccc(C(=O)NCc3ccccc3)cc2C1=O	0	7	7.0	-7	-5	-5	5	-3	6
c1ccc(-n2ncc(-c3nn[nH]n3)n2)cc1	3	23	0.8	-9	-4	-8	7	-5	5
Cc1ccccc1NCc1ccccc1O	7	9	-0.1	-2	-2	1	-10	-9	-30
Cc1ccc(NC(=O)C2CC2c2ccccc2)cc1 (stereo not given)	2	3	-0.2	-1	-9	-11	-16	-7	1
Cc1ccc(CN(C(=O)Cc2cccs2)C(C(=O)NC2CCCC2)c2ccncc2)cc1 (stereo not given)	1	13	2.2	-1	-8	-1	6	-21	1
COc1ccc(C(=O)CSc2nnc(CNC(=O)c3ccc(S(=O)(=O)N(C)C)cc3)o2)cc1	6	4	1.1	-5	-4	-11	-1	-12	-6
O=C(c1ccc(Cl)c(Cl)c1)N1CCC(=O)N([C@H](COCc2cccc(C(F)(F)F)c2)Cc2ccccc2)CC1	2	11	2.4	-11	x	x	24	x	x
Cc1cccc(N(CC(=O)NCc2ccco2)C(=O)CCC(=O)Nc2nccs2)c1	5	9	-0.1	-4	-5	-6	6	-22	0

Additional records follow.
compound	TAAR1 ag	CHO-K1 Ca PAM	CHO-K1 Ca ag	CHO-K1 Ca antag	M1 ag	OXTR potentiate	TAAR1 antagonist	CHO parental Ca	M1 antag
CC1CCN(S(=O)(=O)N2CCC(C(=O)N3CCC(N(C)CC4CCCO4)CC3)CC2)CC1 (stereo not given)	-1	4	0.7	14	-12	2	-17	0	-1
O=c1[nH]c(=O)n(Cc2ccco2)c2c1C(C(F)(F)F)(C(F)(F)F)N=C(C1CCCCC1)N2	-1	4	0.2	4	-6	5	15	-6	-9
COc1ccc(OC(=O)c2ccc(OC)c(S(=O)(=O)N3CCOCC3)c2)cc1	11	-10	6.5	6	-1	x	22	x	13
CCOC(=O)Cc1csc(N/C(=N/S(=O)(=O)c2cc(Br)ccc2OCC)c2ccccc2)n1	4	19	0.2	-2	-9	0	-10	-13	-1
ONC=Nc1cccc2nonc12	2	17	0.5	-14	-2	0	-6	-13	-11
